Bioassay records as filed in PubChem.
TAG inh: reduces triacylglycerol accumulation in H9c2 cells; inhibition, % at 12.5 µM; Nile Red lipid (TAG) fluorescence; cells loaded with 200 µM oleic acid; 230,000 compounds, 0.66% hits;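 active = pattern-corrected inhibition of lipid staining of at least 50% with the nuclear-stain viability signal not falling by more than 50%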;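 note: 0% = DMSO wells and 100% = triacsin C control wells; some results filed as inactive read as strong as hits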
TAG inh DAPI viability: also measured in TAG inh; calls as there; DAPI nuclei signal change (viability), lower = more cytotoxic, %;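 whole-well DAPI fluorescence read on a plate reader as a viability signal; minus 50 percent equals half of cells still viable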
Starred values were filed as active, the others as inactive. Some of the compounds tested; rates above refer to the full screens.

SMILES	TAG inh	TAG inh DAPI viability
CC(=O)c1cccc(NC(=S)N2CCN(S(C)(=O)=O)CC2)c1	2	-4
COc1cccc(C(O)c2nc(-c3ccc4ccccc4c3)cs2)c1 (stereo not given)	-10	7
COc1ccc(NC(=O)c2ccc3c(c2)NC(=O)CO3)cc1OC	-13	0
O=C1C2C3c4ccccc4C(c4ccccc43)C2C(=O)N1c1ccncc1 (stereo not given)	5	-14
O=C(CSc1nc2ccccc2s1)N/N=C/c1ccccc1C(=O)O	-3	12
COc1ccc(C(C)(O)c2nc(-c3cccc(NC(C)=O)c3)cs2)cc1 (stereo not given)	3	-5
O=C(O)CC(c1cccc2ccccc12)N1Cc2ccccc2C1=O (stereo not given)	-10	-1
CC12CCC(C(=O)N(CCCCN3CCN(Cc4ccccc4)CC3)C1=O)C2(C)C (stereo not given)	6	-5
COc1ccc(Cl)cc1NC(=O)CN(C)C1CCS(=O)(=O)C1 (stereo not given)	-9	1
Cc1cccc(NC(=S)NC(=O)C2CC2)c1	5	9

Sorted by length of the SMILES (lowest first): part of the list above.
SMILES	TAG inh	TAG inh DAPI viability
Cc1cccc(NC(=S)NC(=O)C2CC2)c1	5	9
O=C(O)CC(c1cccc2ccccc12)N1Cc2ccccc2C1=O (stereo not given)	-10	-1
COc1cccc(C(O)c2nc(-c3ccc4ccccc4c3)cs2)c1 (stereo not given)	-10	7
O=C1C2C3c4ccccc4C(c4ccccc43)C2C(=O)N1c1ccncc1 (stereo not given)	5	-14
CC12CCC(C(=O)N(CCCCN3CCN(Cc4ccccc4)CC3)C1=O)C2(C)C (stereo not given)	6	-5

(further entries)
SMILES	TAG inh	TAG inh DAPI viability
CCS(=O)(=O)N1CCC(NC(C)=O)(c2ccccc2)CC1	-7	12
COc1ccc(OC)c(C(c2nnnn2CCC(C)C)N2CCN(C(=O)c3ccco3)CC2)c1 (stereo not given)	-2	-11
COc1cccc(OC(=O)CSc2nnc(-c3ccccc3Br)o2)c1	2	0
C=CCNC(=O)Cc1ccc(S(=O)(=O)N2CCOCC2)s1	7	2
O=S1(=O)CCOC[C@H](Cc2ccccc2)N1Cc1cccc(F)c1	-10	5
COc1ccc(C2CC(=O)C3=C(C2)Nc2ccccc2N(C(=O)CCC(=O)O)C3c2ccc(F)cc2)cc1OC (stereo not given)	-7	5
COc1ccc2oc(C(=O)C3CC3)c(N)c2c1	11	0
O=C(c1cc(F)cc2c1OCOC2)N1CCN(c2ccc(F)cc2)CC1	3	-2
CC(C)CNc1ncnc2c1cnn2Cc1ccc(Cl)cc1	-11	-1
CCOC(=O)CC1=CC(=O)Nc2ccccc2N1	-4	5
C[C@H](NC(=O)c1nc[nH]c1C(=O)NCCCCCNC(=O)OC(C)(C)C)C(=O)OCc1ccccc1	-52	3
CN(C(=O)COC(=O)/C=C/c1ccc2ccccc2n1)C1CCS(=O)(=O)C1 (stereo not given)	3	-8
CCc1nnc(NC(=O)CSc2nnc(-c3ccncc3)n2C)s1	9	-5
O=C(OCC(=O)N1CCCCCC1)c1cccc(Cl)c1	4	0
CCC(=O)c1ccc(OCC(=O)OCC(=O)N2CCN(c3ccc(OC)cc3)CC2)cc1	-2	-2
CN(c1ccccc1)c1nc(N2CCCC2)nc(-n2ccnc2)n1	24	-3
c1ccc(CNC2=NCCC2)nc1	-7	0
Cc1cc(C(=O)OCC(=O)N2C(C)CCCC2C)c2ccccc2n1 (stereo not given)	-15	14
Cn1c(Cn2c(=O)sc3ccccc32)nnc1SCC(=O)NC1CCCCC1	8	-8
O=C(CCC(=O)Nc1ccc(F)cc1)N/N=C/c1ccccc1O	-17	-9

Taken from above:
Cc1cccc(NC(=S)NC(=O)C2CC2)c1 in TAG inh DAPI viability is listed with 9
O=C(OCC(=O)N1CCCCCC1)c1cccc(Cl)c1 in TAG inh DAPI viability is listed with 0

Continuation:
SMILES	TAG inh	TAG inh DAPI viability
Cn1nnc2cc(C(=O)N3CCN(c4ccccc4)CC3)ccc21	-4	-4
CCOc1cc2[nH]c(=S)n(CC3CCCO3)c(=O)c2cc1OCC (stereo not given)	10	-12
CN1CCN(c2ccccc2NC(=O)c2cc3c(s2)-c2ccccc2OC3)CC1	5	22
CC(C)Oc1ccc(S(=O)(=O)N2CCCCC2)cc1NC(=O)CN1C(=O)NC(C)(C2CC2)C1=O (stereo not given)	22	-6
CNS(=O)(=O)c1cccc(C(=O)OCC(=O)c2cc(C)n(-c3ccc4c(c3)OCO4)c2C)c1	9	-9
Cc1ccc(C2=NS(=O)(=O)N(C)C(C(=O)N3CCCCC3)=C2)cc1	-3	-5
Cc1cc(OCC(=O)N(C(C)C)C(C)C)ccc1Cl	-8	1
COc1ccc2nc(N3C(=O)C(O)=C(C(=O)c4ccco4)C3c3ccc(C)o3)sc2c1 (stereo not given)	2	2
CC(Oc1ccc(Cl)cc1Cl)c1nc(-c2ccc(NC(=O)c3cccnc3)cc2)no1 (stereo not given)	0	1
Cc1ccc(NC(=O)CCCSc2ccccc2)cc1S(=O)(=O)N1CCOCC1	-6	-3
Cc1ccc2[nH]c(=O)c(CN(CCO)Cc3nnnn3CCc3ccccc3)cc2c1	-25	-4
CN1CCCC(C(=O)C(C#N)c2ccccc2)C1 (stereo not given)	-5	2
COc1ccc(/C=N/NC(=O)Cn2cnc3c2c(=O)n(C)c(=O)n3C)c(OC)c1OC	-5	5
CCOC(=O)[C@H]1[C@H]2COc3ccc(Br)cc3[C@@H]2N2C(=O)CN(C)C(=O)[C@@]12C	5	0
CC(=O)c1ccc(NC2CC(O)C(O)CO2)cc1 (stereo not given)	-29	15
O=c1[nH]c2ccccc2nc1/C=C/c1ccc(F)cc1	-18	21
COc1ccc(CNC(=S)NCc2ccc(F)cc2)cc1OC	-19	1
Cc1ccc(C)c(OCc2ccc(C(=O)NN)o2)c1	-6	3
CCC(C)(C)C1CCC2(CC1)NC(=O)N(CC(=O)N(C)Cc1ccc3c(c1)OCCO3)C2=O (stereo not given)	29	-1
O=C(Cn1ccc([N+](=O)[O-])n1)NCCc1c[nH]c2ccccc12	-12	-8
CC(C)CN1C(=O)c2ccc(C(=O)NCc3ccccn3)cc2C1=O	-3	-1
CCC(=O)Nc1ccc(C(=O)NNC(=O)c2cc(OC)c(OC)c(OC)c2)cc1	14	-12
OC(CNc1ccnc2cc(Cl)ccc12)CNC1CCCCC1 (stereo not given)	12	2
C/C(=N\NC(=O)c1cc(-c2ccco2)nc2ccccc12)c1cccnc1	5	2
CCN(c1ccccc1)S(=O)(=O)c1ccc(OC)c(NC(=O)COc2ccc(C(C)=O)cc2)c1	-2	-5
CC(=O)Nc1ccc(NC(=O)COC(=O)c2cc(S(=O)(=O)N(C)C)ccc2N2CCCC2)cc1	-6	-4
Nc1ccc(N2CCCCC2)c2nonc12	6	5
Cc1oc2c(C)c(O)ccc2c(=O)c1-c1nncn1-c1ccccc1	3	1
O=C(Nc1ccccc1[N+](=O)[O-])c1ccc(S(=O)(=O)N2CCCC2)cc1	-11	19
N#CC1(NC(=O)Cn2ncc(Cl)c(Cl)c2=O)CCCCC1	18	-8
COc1ccc(N2CC(C(=O)NC3CC(C)(C)NC(C)(C)C3)CC2=O)cc1 (stereo not given)	8	-9
CCCC(=O)Nc1cccc(-c2cn3cccnc3n2)c1	-1	13
CCOc1cc(-c2cc(-c3ccc(C)o3)nc(N)c2C#N)ccc1O	9	1
CCC/C(=C1/c2ccccc2C(=O)N1c1ccccc1)c1cnc(OC)nc1	-19	1
Cc1sc(NC(=O)CSc2nnc(COc3ccc(Cl)cc3)n2C)c(C#N)c1C	-1	-2
COC(=O)c1ccccc1NC(=O)Cn1c(=O)oc2ccc(Cl)cc21	-3	-4
Cc1ccc(-n2ncc3c(=O)n(CC#N)cnc32)cc1C	0	-11
CCOC(=O)[C@@H]1[C@H]2COc3ccc(Br)cc3[C@H]2N2C(=O)N(c3ccc(Cl)cc3)C(=O)[C@]12C	0	-1
COc1ccc(NC(=O)c2ccco2)cc1NC(=O)c1cc2ccccc2o1	25	1
CCN(CCCNC(=O)Cn1cc2c(n1)CCCC2)c1cccc(C)c1	4	-11

Exported in CSV form: three of the compounds above.
canonical_smiles,TAG inh,TAG inh DAPI viability
CCC(=O)Nc1ccc(C(=O)NNC(=O)c2cc(OC)c(OC)c(OC)c2)cc1,14,-12
CCOC(=O)[C@H]1[C@H]2COc3ccc(Br)cc3[C@@H]2N2C(=O)CN(C)C(=O)[C@@]12C,5,0
COC(=O)c1ccccc1NC(=O)Cn1c(=O)oc2ccc(Cl)cc21,-3,-4

(continued)
SMILES	TAG inh	TAG inh DAPI viability
O=C(CC1(O)C(=O)Nc2ccc(Br)cc21)c1ccccc1 (stereo not given)	-4	10
CCOC(=O)c1cnc2nc(C)[nH]n2c1=O	10	-4
CCn1c(SCc2ccccc2)nnc1C1CCN(S(=O)(=O)c2ccc(OC)cc2)CC1	-19	14
O=C(Nc1ccc(C(=O)O)cc1)/C(=C\c1ccc([N+](=O)[O-])cc1)NC(=O)c1ccc(Br)cc1	15	-6
N#CC12C(=O)NC(=O)C1(C#N)C21CCCC1 (stereo not given)	1	-2
CCCn1c(N)c(N(CCOC)C(=O)CSCC(=O)Nc2ccc(OC)cc2)c(=O)[nH]c1=O	-5	6
Cc1cc(C)c2c(N)c(C(=O)NC3CCCC3)sc2n1	17	-6
COCCn1nnnc1C(c1ccc(OC)cc1)N1CCC(C)CC1 (stereo not given)	-2	0
CCCNC(=O)C1(C)CCCN(C(=O)c2cc(F)cc(F)c2)C1 (stereo not given)	0	8
CC(C)CCNc1nc(N)c([N+](=O)[O-])c(NCCO)n1	1	12
O=C(Nn1c(C2CCCCC2)nc2ccccc2c1=O)c1ccc([N+](=O)[O-])cc1Cl	-13	1
Cc1cc(C)c(C(=O)OCC(=O)Nc2cccc(S(=O)(=O)N3CCCCC3)c2)c(C)c1	19	-6
O=C(CCCN1CCOC(c2ccccc2)C1)c1ccc(F)cc1 (stereo not given)	2	-9
O=S(=O)(Nc1ccc(-c2cn3ccsc3n2)cc1)c1ccc2c(c1)OCCO2	15	11
COC(=O)c1ccc2c(=O)n(Cc3ccc(C(=O)NCCCN4CCC(C)CC4)cc3)c(=S)[nH]c2c1	27	-4
Cc1ccc(S(=O)(=O)NN=C(c2ccccc2)c2cccs2)cc1	-18	4
COc1cccc(CN(C)C(=O)CCN(c2ccccc2)S(=O)(=O)c2ccc(C)cc2)c1OC	-14	2
COc1ccc(NCC(=O)N/N=C2\CCCC(C)C2)cc1 (stereo not given)	7	0
O=C(N/N=C/c1ccco1)c1[nH]ncc1Br	-2	4
CCCCN(C=O)c1c(CC)nc2ccc(C(=O)NCCOc3ccc(OC)cc3)cn12	-8	0
CC(=O)NC12CC3CC(C1)CC(C(=O)OCC(=O)c1cc(C)n(C)c1C)(C3)C2	2	0
NC(=O)NC(CC(=O)OCC(=O)NC(=O)NCc1ccco1)c1ccc(Cl)cc1 (stereo not given)	-2	11
CC12CCC(C(=O)N(c3ccccc3Cl)C1=O)C2(C)C (stereo not given)	13	-8
CCCCCC1CC(CC(=O)Nc2ccc([N+](=O)[O-])cc2)C(=O)O1 (stereo not given)	-9	-1
NC1=C(Br)C(=O)c2ncccc2C1=O	117	-67
CCOC(=O)c1cc(CC)sc1NC(=O)c1ccc2c(c1)OCCO2	12	18
CCOC(=O)C1=C(N)Oc2c(oc(CO)cc2=O)C1c1ccccc1 (stereo not given)	-6	-2
CCOc1ccccc1NC(=O)C1C2CCC(O2)C1C(=O)O (stereo not given)	0	-6
O=C1CC(c2ccc(Cl)cc2)Oc2ccc(Cl)cc21 (stereo not given)	-31	1
CN(C)/C=C(\C#N)C(=O)Nc1ccc(F)cc1	-8	-3

Part of the list above, set out differently:
smiles | TAG inh | TAG inh DAPI viability
NC(=O)NC(CC(=O)OCC(=O)NC(=O)NCc1ccco1)c1ccc(Cl)cc1 (stereo not given) | -2 | 11
CC12CCC(C(=O)N(c3ccccc3Cl)C1=O)C2(C)C (stereo not given) | 13 | -8
CCCCCC1CC(CC(=O)Nc2ccc([N+](=O)[O-])cc2)C(=O)O1 (stereo not given) | -9 | -1
NC1=C(Br)C(=O)c2ncccc2C1=O | 117 | -67
CCOC(=O)c1cc(CC)sc1NC(=O)c1ccc2c(c1)OCCO2 | 12 | 18
CCOC(=O)C1=C(N)Oc2c(oc(CO)cc2=O)C1c1ccccc1 (stereo not given) | -6 | -2

(listing goes on)
SMILES	TAG inh	TAG inh DAPI viability
CCOC(=O)C1=C(C)N=C2SC(C)C(=O)N2C1c1ccc(OCC)c(OCC)c1 (stereo not given)	-3	-3
CN(C)C=NC(=O)c1cc(C(=O)c2ccccc2Cl)c[nH]1	9	-16
Cc1ccc(-n2c(SCC(N)=O)nnc2-c2cccnc2)c(C)c1	3	1
COc1cccc(-n2c(Cc3cc(=O)[nH]c(=O)[nH]3)nnc2SCC(=O)N2CCCCC2)c1	0	-6
CCCCc1nn(-c2cc(Cl)ccc2OC)c2c1C(=O)CCC2	9	0
Cc1ccccc1S(=O)(=O)NC(=O)C1(C)CCN1C(=O)CCc1ccccc1 (stereo not given)	6	-3
COC(=O)c1ccc(NCCc2csc(-c3ccc(C)cc3)n2)c([N+](=O)[O-])c1	-12	-13
COc1ccc(C[C@H]2CN3C(=NC[C@H]3C)N2CCNC(=O)CCC2CCCCC2)cc1	-5	-5
CC(=O)Nc1ccc(CN2CCC2(C)C(=O)NC2CCN(Cc3ccccc3)CC2)cc1 (stereo not given)	11	-2
CCN(CC)c1ccc(C=Nc2cccc(S(=O)(=O)N3CCOCC3)c2)c(O)c1	-3	-2
CCc1ccccc1NC(=O)COC(=O)c1c(C)nsc1NC	-38	0
CCOc1ccc(-c2nnc(-c3ccncc3)o2)cc1	-13	-1
O=C(/C=C/c1ccccc1[N+](=O)[O-])NCCCN1CCCC1=O	-1	7
COC(=O)c1ccc(NC(=S)NCCc2cccc(C)c2)cc1	1	10
Cc1ccc(NC(=S)NCCCN2CCOCC2)cc1C	1	-5
CCCCn1c(N)c(N(CC(C)C)C(=O)Cn2c(=O)cnc3ccccc32)c(=O)[nH]c1=O	0	-7
CN(Cc1cccs1)C(=O)C1CC(=O)N(Cc2ccccc2)C1 (stereo not given)	0	-5
